PME-1 primary – blocks human protein phosphatase methylesterase 1; Q9Y570; recombinant PME-1, FP-Rh probe fluorescence polarization; inhibition, % at 5.9 µM; 320,000 compounds, 0.53% hits; AID 2130;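 active = inhibition above the campaign mean of all compounds plus 3 SD, cut at about 26% in these data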;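 also: competitive labeling of PME-1 active site by serine hydrolase directed probe; 0% = PME-1 with DMSO and 100% = wells lacking PME-1 enzyme; inhibitors block probe labeling so polarization falls and inhibition rises; many of its hits are not listed in these tables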
Target sequence (Q9Y570 whole entry, looked up): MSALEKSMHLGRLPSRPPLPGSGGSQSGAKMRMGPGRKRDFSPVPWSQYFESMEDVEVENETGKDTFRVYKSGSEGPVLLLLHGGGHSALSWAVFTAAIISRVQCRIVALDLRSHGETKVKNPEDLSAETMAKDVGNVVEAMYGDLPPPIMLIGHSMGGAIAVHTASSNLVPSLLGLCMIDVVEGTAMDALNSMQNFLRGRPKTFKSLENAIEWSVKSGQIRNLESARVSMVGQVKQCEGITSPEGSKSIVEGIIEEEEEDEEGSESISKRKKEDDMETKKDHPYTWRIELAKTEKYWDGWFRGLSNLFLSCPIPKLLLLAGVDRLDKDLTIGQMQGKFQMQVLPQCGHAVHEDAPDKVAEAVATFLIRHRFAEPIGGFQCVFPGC
LYPLA1 inh – LYPLA1 (human) inhibition in PME1 counter-screen | AID 2174 | inhibition, % at 5.9 µM | 320,000 compounds, 0.16% hits | recombinant LYPLA1, FP-Rh probe fluorescence polarization | O75608;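 active = inhibition above the mean of all tested compounds plus 3 SD, set per campaign, cut at about 14% in these data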;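 also: inhibitors block serine hydrolase probe labeling of LYPLA1 so polarization falls; 0% = enzyme with DMSO and 100% = wells lacking LYPLA1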
Target sequence (O75608 whole entry, looked up): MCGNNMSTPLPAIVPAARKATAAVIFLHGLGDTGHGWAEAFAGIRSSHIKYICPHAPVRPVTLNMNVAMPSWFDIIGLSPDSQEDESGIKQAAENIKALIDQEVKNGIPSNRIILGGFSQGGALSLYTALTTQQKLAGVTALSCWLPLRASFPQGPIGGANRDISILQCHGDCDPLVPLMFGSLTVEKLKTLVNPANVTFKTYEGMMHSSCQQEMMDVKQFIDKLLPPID
GSTO1 inh – blocks human GSTO1 in RBBP9 counter-screen. recombinant GSTO1, activity-based probe fluorescence polarization. inhibition, % at 5.96 µM. 300,000 compounds, 1.1% hits. P78417;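 active = inhibition above the campaign mean inhibition plus 3 SD, cut at about 35% in these data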;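 also: 0% = GSTO1-1 with DMSO and 100% = wells lacking GSTO1-1 enzyme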
Target sequence (P78417 whole entry, looked up): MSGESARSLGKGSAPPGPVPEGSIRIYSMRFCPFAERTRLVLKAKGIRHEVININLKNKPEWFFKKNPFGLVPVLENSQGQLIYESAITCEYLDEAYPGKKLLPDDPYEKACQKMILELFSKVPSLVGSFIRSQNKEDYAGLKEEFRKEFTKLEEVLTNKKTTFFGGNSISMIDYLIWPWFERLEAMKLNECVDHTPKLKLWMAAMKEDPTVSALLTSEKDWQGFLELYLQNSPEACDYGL
PREPL inh – human PREPL enzyme inhibition | Q4J6C6 | recombinant PREPL, fluorescence polarization activity-based probe | inhibition, % at 5.96 µM | 320,000 compounds, 0.68% hits | AID 2751; in the data active = inhibition above about 43%;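 also: 0% = enzyme with DMSO and 100% = wells lacking enzyme; many of its hits are not listed in these tables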
LYPLA2 counter – counter-screen for PME1 inhibitors: inhibitors of human LYPLA2 | inhibition, % at 5.9 µM | recombinant LYPLA2, FP-Rh probe fluorescence polarization | 320,000 compounds, 0.38% hits | O95372;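 active = inhibition above the screen-wide mean plus 3 SD, limit set per campaign, cut at about 26% in these data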;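 also: 0% = LYPLA2 with DMSO and 100% = wells lacking LYPLA2 enzyme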
PAFAH1B2 inh – inhibitors of human PAFAH1B2. P68402. 340,000 compounds, 1.2% hits. inhibition, % at 3.39 µM. recombinant PAFAH1B2, FP-rhodamine activity probe, fluorescence polarization;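 active = inhibition above the mean of all tested compounds plus 3 SD, cut at about 24% in these data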;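 also: 0% = enzyme with DMSO and 100% = wells lacking PAFAH1B2; many of its hits are not listed in these tables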
PAD4 inh – blocks human protein arginine deiminase 4; Q9UM07; AID 485272; recombinant PAD4, RCA probe fluorescence polarization; inhibition, % at 6.36 µM; 330,000 compounds, 0.41% hits;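 active = percent inhibition above a cutoff equal to the mean of all tested compounds plus 3 SD, cut at about 15% in these data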;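 also: 0% = PAD4 with RCA probe and DMSO and 100% = probe without PAD4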
pPAFAH inh – pPAFAH (human) enzyme inhibition | inhibition, % at 3.39 µM | recombinant pPAFAH, FP-rhodamine probe fluorescence polarization | 330,000 compounds, 1.5% hits | Q13093;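 active = inhibition above the mean inhibition across the screen plus 3 SD, cut at about 25% in these data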;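 also: inhibitors block binding of the rhodamine activity-based probe so polarization drops; 0% = enzyme with DMSO and 100% = wells lacking pPAFAH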
PAFAH1B3 inh – inhibitors of human PAFAH1B3; Q15102; inhibition, % at 3.39 µM; 340,000 compounds, 0.28% hits; recombinant PAFAH1B3, FP-rhodamine probe, fluorescence polarization;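 active = inhibition above the screen-wide average of all tested compounds plus 3 SD, cut at about 25% in these data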;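 also: 0% = enzyme with DMSO only and 100% = wells lacking PAFAH1B3 protein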
An asterisk follows results filed as active; · = no result given; & = joins results of further samples.

A first look:
SMILES	PME-1 primary	LYPLA1 inh	GSTO1 inh	PREPL inh	LYPLA2 counter	PAFAH1B2 inh	PAD4 inh	pPAFAH inh	PAFAH1B3 inh
COc1cccc(NC(=O)CCC2CCN(C(=O)c3sccc3C)CC2)c1	2	0	5	6	5	2	1	3	7
CC1CCN(CCC(=O)N2CCCc3c2c(=O)oc2ccc(O)cc32)CC1	3	0	3	-6	6	5	5	0	6
CC1(C)CC(=O)c2sc(NC(=O)CN3C(=O)CCC3=O)nc2C1	-1	3	1	-4	6	1	0	2	8
CC(=O)c1c(C)[nH]c(C(=O)N(CCc2ccccc2)Cc2ccccc2)c1C	-1	-3	5	-11	2	-3	-2	6	4
COc1cc(/C=N/NC(=O)[C@H](Cc2c[nH]c3ccccc23)NC(=O)OCC(C)C)cc([N+](=O)[O-])c1O	30*	3	21	15	-4	24*	4	30*	6
Cc1ccc(OCC(=O)N(Cc2cccs2)C2CCS(=O)(=O)C2)cc1 (centres undefined)	2	1	-1	-2	-4	7	1	10	2
COc1cc(CCCN2C(=O)C(=O)NC[C@@H]2CCCCN)cc(OC)c1OC	-3	-4	4	1	-4	10	1	-2	6
Cc1ccc(C2CN(CCC(N)=O)C(=O)CO2)cc1 (centres undefined)	7	-1	1	1	7	-4	-2	7	10
CC(C)N(Cc1ccccc1)C(=O)CN1C(=O)COc2ccc(S(=O)(=O)NC3CCCC3)cc21	-3	-3	2	0	-10	5	3	4	2
COc1ccc2nc(NC(=O)C3CCN(S(=O)(=O)c4cnc[nH]4)CC3)sc2c1	-6	-1	-6	-4	-3	7	-2	2	2
O=C(c1ccccc1)c1ccc(OCCCN2CCCC2)cc1	1	0	2	-15	5	6	-2	0	5
COc1ccc2[nH]c(=O)c(CN(Cc3cccs3)S(=O)(=O)c3c(C)ccc4nsnc34)cc2c1	6	-2	-1	12	9	5	0	-6	-1

The whole of this part, previewed entries included:
SMILES	PME-1 primary	LYPLA1 inh	GSTO1 inh	PREPL inh	LYPLA2 counter	PAFAH1B2 inh	PAD4 inh	pPAFAH inh	PAFAH1B3 inh
COc1cccc(NC(=O)CCC2CCN(C(=O)c3sccc3C)CC2)c1	2	0	5	6	5	2	1	3	7
CC1CCN(CCC(=O)N2CCCc3c2c(=O)oc2ccc(O)cc32)CC1	3	0	3	-6	6	5	5	0	6
CC1(C)CC(=O)c2sc(NC(=O)CN3C(=O)CCC3=O)nc2C1	-1	3	1	-4	6	1	0	2	8
CC(=O)c1c(C)[nH]c(C(=O)N(CCc2ccccc2)Cc2ccccc2)c1C	-1	-3	5	-11	2	-3	-2	6	4
COc1cc(/C=N/NC(=O)[C@H](Cc2c[nH]c3ccccc23)NC(=O)OCC(C)C)cc([N+](=O)[O-])c1O	30*	3	21	15	-4	24*	4	30*	6
Cc1ccc(OCC(=O)N(Cc2cccs2)C2CCS(=O)(=O)C2)cc1 (centres undefined)	2	1	-1	-2	-4	7	1	10	2
COc1cc(CCCN2C(=O)C(=O)NC[C@@H]2CCCCN)cc(OC)c1OC	-3	-4	4	1	-4	10	1	-2	6
Cc1ccc(C2CN(CCC(N)=O)C(=O)CO2)cc1 (centres undefined)	7	-1	1	1	7	-4	-2	7	10
CC(C)N(Cc1ccccc1)C(=O)CN1C(=O)COc2ccc(S(=O)(=O)NC3CCCC3)cc21	-3	-3	2	0	-10	5	3	4	2
COc1ccc2nc(NC(=O)C3CCN(S(=O)(=O)c4cnc[nH]4)CC3)sc2c1	-6	-1	-6	-4	-3	7	-2	2	2
O=C(c1ccccc1)c1ccc(OCCCN2CCCC2)cc1	1	0	2	-15	5	6	-2	0	5
COc1ccc2[nH]c(=O)c(CN(Cc3cccs3)S(=O)(=O)c3c(C)ccc4nsnc34)cc2c1	6	-2	-1	12	9	5	0	-6	-1
CC(=O)N/N=C(\C)CC(=O)NC(C)(C)C	-4	0	-1	-1	-2	2	2	-1	3
COc1cc2c(cc1OC)CN(Cc1cc(=O)oc3cc(C)c(Cl)cc13)CC2	-2	-3	-7	-4	1	-2	-19	-3	1
N#CC1=C(S)N(c2ccc(F)cc2)C(c2ccco2)NC1=O (centres undefined)	2	-3	1	-6	-4	6	-1	3	4
COc1ccc2c(c1O)Cc1ccccc1C2=O	8	2	7	3	7	-1	0	3	-5
COC(=O)c1sccc1NC(=O)CC1C(=O)NCCN1C(=O)Nc1ccc(F)cc1F (centres undefined)	-9	-2	-3	-3	-5	-2	2	-4	2
Cc1ccc(NS(=O)(=O)c2ccc(NC(=O)CSc3ccc(Cl)cc3)cc2)c(C)c1	-14	-1	-7	-10	-15	18	3	33*	9
COc1cc(CNC(C)C)ccc1OCC(=O)Nc1cccc2ccccc12	1	-2	0	19	0	-1	-4	3	3
CC(OC(=O)CN1C(=O)NC(C)(C)C1=O)C(=O)c1ccccc1 (centres undefined)	3	-7	-4	6	-8	5	-1	5	8
CN1CCN(S(=O)(=O)c2ccc(Cc3ccc(S(=O)(=O)N4CCN(C)CC4)cc3)cc2)CC1	2	2	6	11	-7	11	2	2	5
COc1ccc(NS(=O)(=O)c2ccc(N3CCCC3)c(NC(=S)Nc3ccc(SC(F)F)cc3)c2)cc1	10	-10	2	11	-12	1	-4	34*	-2
O=C(Cc1n[nH]c(=O)c2ccccc12)OCC(=O)c1ccc(F)c(F)c1	-7	-3	-3	9	-3	-1	-3	1	9
CCOc1ccc(C(=O)NCC(=O)OCc2ccc(F)cc2Cl)cc1	2	-2	3	1	6	0	6	2	6
CC1(C)C2CCC1(CS(=O)(=O)Nc1ccc(S(=O)(=O)N3CCCC3)cc1)C(=O)C2 (centres undefined)	-1	-3	-2	13	4	3	1	1	-1

Next section:
SMILES	PME-1 primary	LYPLA1 inh	GSTO1 inh	PREPL inh	LYPLA2 counter	PAFAH1B2 inh	PAD4 inh	pPAFAH inh	PAFAH1B3 inh
CCOCCOC(NC(=O)c1ccccc1)(C(F)(F)F)C(F)(F)F	0	0	2	5	1	9	3	4	9
CCNC(=O)CSc1nnc(-c2ccccc2Br)n1-c1cccc(C(F)(F)F)c1	-4	-2	1	0	1	1	-1	7	-4
Clc1ccsc1-c1ccnc(-n2cccc2)n1	-8	-2	5	-50	-7	1	-4	0	-2
Cc1cc(NC(=O)COC(=O)CCNS(=O)(=O)c2cccc(C(F)(F)F)c2)no1	-3	-3	1	2	-2	8	-7	3	5
COc1c(S(=O)(=O)N2CCN(c3ccc(F)cc3)CC2)ccc(Cl)c1Cl	-1	-9	-1	-21	-4	1	-1	6	0
CC(C)(C)Cc1nnc(NC(=O)Cc2cccs2)s1	-2	-4	7	-3	-4	·	-14	16	·
N#Cc1c(NC(=O)c2ccc(Cn3cc(Br)cn3)o2)sc2c1CCCCCC2	-13	-7	-15	10	-14	18	0	9	-4
O=C(CSc1nnc(CNC(=O)c2ccco2)o1)c1ccccc1	-2	2	0	-1	0	1	3	1	12
CC(=O)Oc1ccc(/C=N/NC(=O)CCSc2ccccc2)cc1	-3	-4	3	-4	-10	6	-11	7	4
COC(=O)c1c(NC(=O)c2c(-c3ccccc3Cl)noc2C)sc2c1CCC2	-9	-2	-10	-10	-10	-5	-24	-3	3
OCCOCCOc1ccccc1OCCOCCO	1	-4	6	7	-3	4	0	-3	-1
CCCc1cc(C(=O)NC2CCCC2)no1	-5	1	-4	-7	5	3	-5	3	-2
CN(Cc1ccccc1)C(=O)c1ccc2c(c1)S(=O)(=O)N=C1CCCCCN12	·	·	·	10	·	8	-1	5	13
CN(C)C(=O)CN1CCN(Cc2nc(CC3CC3)no2)CC1	3	2	3	-2	3	3	2	-3	-3
COc1ccc(OC)c(N/C(C)=C/C(=O)c2ccc(Br)cc2)c1	9	-3	5	-2	4	-4	-3	8	3
O=C(COc1cc(Cl)ccc1Cl)Nc1nnc(C2CC2)s1	-11	1	-3	11	-4	2	-2	-6	14
CCCCNC(=O)Cn1cnc2sc(C)c(S(=O)(=O)N3CCN(c4ncccn4)CC3)c2c1=O	-2	0	1	-3	-2	-4	-4	5	-7
COC(=O)c1ccc(Sc2ccccc2NS(=O)(=O)c2ccc(OC)cc2)nc1	25	-3	4	5	-5	-2	0	4	7
CN(CC(=O)Nc1ccc(Cl)c(C(F)(F)F)c1)C(=O)C1CC(=O)N(Cc2ccco2)C1 (centres undefined)	0	-3	-1	17	4	2	0	3	-4
COc1ccc(NC(=O)c2ccc(C#CC(C)(C)O)cc2)cc1	-6	1	2	0	2	4	1	1	-10
Cn1cc(-c2nnnn2-c2ccc(Cl)cc2)c(C(F)(F)F)n1	-2	5	7	-11	6	3	-1	3	0
CC(C)C[C@H](NC(=O)[C@H](Cc1ccccc1)n1c(=O)[nH]c2ccccc2c1=O)C(=O)N1CCC(C(=O)O)CC1	4	1	-3	16	11	3	5	-3	13
C=CCn1c(SCC(=O)Nc2nc(C)cs2)nnc1C(NC(=O)c1ccccc1)C(C)C (centres undefined)	-4	1	4	-9	-2	6	-1	5	8
CC1CC(C)(C)NC(=S)O1 (centres undefined)	3	-2	21	-4	1	1&-1	2	5	4&4
Cc1cc(NCc2ccccc2)nc(N2CCOCC2)n1	1	0	-2	7	-2	4	-3	0	9

Later entries
SMILES	PME-1 primary	LYPLA1 inh	GSTO1 inh	PREPL inh	LYPLA2 counter	PAFAH1B2 inh	PAD4 inh	pPAFAH inh	PAFAH1B3 inh
Cc1ccc(C(=O)N2CCN(S(=O)(=O)c3ccc(C(C)C)cc3)CC2)s1	4	-1	-2	-57	-2	-2	2	2	3
O=[N+]([O-])c1ccc(S(=O)(=O)N2CCN=C2SCc2ccc(F)cc2)cc1	3	0	5	3	9	-4	4	1	6
Cc1ccc(S(=O)(=O)N2[C@@H](c3ccc(C#N)cc3)C(C(=O)O)=C[C@H]2CC2CCCC2)cc1	·	·	·	19	·	27*	-5	2	-1
Cc1cc(C)cc(NS(=O)(=O)c2ccc(NC(=S)Nc3ccccc3)cc2)c1	-2	2	-7	0	9	4	-5	8	9
CCc1cc2c(SCC(=O)N3CCCC3=O)ncnc2s1	2	-4	·	6	4	6	1	5	7
COc1cc(C(=O)N/N=C2\CCS(=O)(=O)c3ccc(F)cc32)cc(OC)c1OC	7	0	1	4	3	6	1	1	1
CC(=O)/C(=N\Nc1ccc(Cl)cc1Cl)Sc1cccc2cccnc12	0	-2	-5	-1	4	2	2	2	1
CC1CCN(c2ccc(NC(=O)C3CCCN3S(=O)(=O)c3ccc(F)cc3)cc2)CC1 (centres undefined)	-2	-2	·	16	-6	16	-3	3	1
CCOC(=O)c1ccc(NC(=S)NNC(=O)COC)cc1	-6	2	2	-5	1	4	-2	-1	0
CC(=O)Nc1ccc(NCN2C(=O)[C@@H]3[C@H]4CC[C@H](C4)[C@@H]3C2=O)cc1	-2	3	-2	-5	1	0	0	-3	-1
CC(C)C(=O)N=C1SC2CS(=O)(=O)CC2N1Cc1ccc(Cl)cc1 (centres undefined)	-3	0	4	20	0	-3	0	-1	9

From PubChem BioAssay

A portion of the library; the hit share may differ from the screen's.
